Compound activity as filed in PubChem BioAssay.
Vif-A3G inh: inhibitors of Vif-APOBEC3G interaction; HeLa A3G-eYFP + Vif (tagged APOBEC3G with the HIV-1 protein that degrades it), YFP fluorescence, overnight; Potency, µM (titrated, usually from 46.1 µM), for the others: at the top dose activity, negative = active, usual class: inhibitors; Q9HC16; hit rate 0.076% among 410,000;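 also: potency is read from the fitted curve at half-maximal effect; % is scaled to controls: 0 for no effect and ±100 for the full control effect; nearly all actives have a fitted effect of over 60% in size; hits raise eYFP signal because A3G escapes Vif-driven loss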
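HeLa cells stably expressing Vif and C-terminally eYFP-tagged A3G, seeded overnight at 37 deg C, then exposed to compound by pintool overnight at 37 deg C. Rise in yellow fluorescence (Ex 488/Em 500-530, Acumen) marks blocked Vif-driven A3G degradation.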
Vif-A3F inh: inhibitors of Vif-A3F interaction; HeLa A3F-eYFP + Vif (tagged APOBEC3F with the HIV-1 protein that degrades it), YFP fluorescence increase; Potency, µM (series often up to 46.1 µM), without a hit: at the top dose activity, negative = active; hit rate 0.2% among 390,000; also: potency is read from the fitted curve at half-maximal effect; % of control where 0% means no effect; nearly all actives have a fitted effect of over 65% in size
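HeLa cells stably expressing A3F-eYFP plus Vif, plated and incubated overnight at 37 deg C, then exposed to compounds overnight at 37 deg C. Blocked degradation read as raised yellow fluorescence (Ex 488/Em 500-530).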
RGS4 inh: blocks human RGS4-accelerated GTP hydrolysis. P49798. Potency, µM (titrated, usually from 114 µM), for the others: at the highest dose activity change, negative = inhibition, actives largely listed as inhibitors. AID 504845. hit rate 0.039% among 390,000. Transcreener GDP fluorescence polarization, RGS4-accelerated GTP hydrolysis; also: potency is read from the fitted curve at half-maximal effect; % is scaled to controls: 0 for no effect and ±100 for the full control effect; nearly all actives have a fitted effect of over 75% in size; some results filed as inactive show a strong effect at the top dose
Target sequence (P49798 whole entry, looked up): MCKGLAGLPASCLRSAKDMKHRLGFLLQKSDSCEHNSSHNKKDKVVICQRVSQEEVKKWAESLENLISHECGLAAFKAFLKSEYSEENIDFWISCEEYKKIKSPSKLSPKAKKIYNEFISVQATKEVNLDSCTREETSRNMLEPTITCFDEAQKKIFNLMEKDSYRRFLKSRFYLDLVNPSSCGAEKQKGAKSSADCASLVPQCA
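MLSMR compounds (23 nl, pin-transferred) preincubated 10 min at room temperature with a 500nM (2x) first reagent, then RGS4 at 900nM (2x) plus Transcreener GDP mix added; fluorescence polarization (620/688 nm) read before and after 90 min at 30 °C.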
Glioma ERSR ind: inducers of ER stress response in human glioma cells | Potency, µM, for the others: top-dose activation, actives largely listed as activators | hit rate 0.02% among 420,000 | U87-MG GRP78 promoter luciferase reporter, 16 h | AID 602332; also: potency is read from the fitted curve at half-maximal effect; series mostly up to about 76 µM; % of control where 0% means no effect; nearly all actives have a fitted effect of over 35% in size
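ERSR induction read as luciferase luminescence (Bright-Glo, 10 min at room temperature) in stably transfected human U87-MG glioma cells exposed to compounds for 16 h, using GRP78 as sensor.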
D2 antagonist: antagonists of human D2 dopamine receptor. AID 485344. hit rate 2% among 340,000. inhibition, % at 10 µM. HEK293 TREx D2 cells, calcium flux, dopamine EC80. P14416; in the data active = inhibition above about 30%; also: 0% is about no effect
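HEK293 T-REx D2 cells, tet-induced, calcium dye no-wash. Cpd pintool add, 180 s kinetic, then EC80 DA, 180 s kinetic. Ca flux read.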
ERG Ets-DNA blk: ERG Ets/DNA interaction inhibition | P11308 | fluorescence polarization, His-ERG Ets domain / labelled DNA | Potency, µM (series often up to 76.9 µM), for inactives: at the top dose FP activity, negative = inhibition, most hits filed as inhibitors | hit rate 0.028% among 370,000; active = well fitted inhibition curve with a large enough effect in the polarisation, with a control signal flat; inconclusive = small, poorly fitted or top-dose-only effect, or effect the other way, or a change in a side signal; inactive = no such curve, though single readings can be large or run the other way; the % refers to the polarisation;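 also: polarization taken with two DNA probes labelled with fluorescein and Texas red; potency is read from the fitted curve at half-maximal effect; % of control where 0% means no effect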
Target sequence (P11308 whole entry, looked up, the tested form may be a part): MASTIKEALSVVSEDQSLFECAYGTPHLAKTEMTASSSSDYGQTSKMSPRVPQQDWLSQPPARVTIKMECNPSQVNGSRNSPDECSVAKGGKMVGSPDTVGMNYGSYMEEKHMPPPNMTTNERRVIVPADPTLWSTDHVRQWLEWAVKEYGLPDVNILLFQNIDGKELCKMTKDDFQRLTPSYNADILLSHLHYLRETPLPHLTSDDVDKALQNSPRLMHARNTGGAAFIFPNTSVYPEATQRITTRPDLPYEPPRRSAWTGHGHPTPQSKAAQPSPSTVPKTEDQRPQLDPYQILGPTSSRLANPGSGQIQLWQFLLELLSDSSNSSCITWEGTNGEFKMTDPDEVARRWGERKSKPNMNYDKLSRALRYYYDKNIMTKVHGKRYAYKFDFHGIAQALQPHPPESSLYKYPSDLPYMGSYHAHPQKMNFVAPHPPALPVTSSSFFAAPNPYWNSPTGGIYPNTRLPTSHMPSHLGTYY
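His-tagged ERG Ets domain (1 uM in the protein solution; 300mM KCl, 50mM Tris-HCl, 1mM EDTA, 1mM DTT, pH 7.5) received compound, then a probe mix of 5 nM fluorescein-DNA and 100nM Texas-615-DNA. Fluorescence polarization was read for both dyes.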
12-LOX inh: ALOX12 (human) lipoxygenase inhibition; P18054; purified 12hLO, xylenol orange hydroperoxide absorbance; Potency, µM (highest dose often 108 µM), without a hit: at the top dose activity change, negative = inhibition, hits mostly inhibitors; hit rate 1.1% among 580,000; also: potency is read from the fitted curve at half-maximal effect; % is scaled to controls: 0 for no effect and ±100 for the full control effect
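Hydroperoxide product was detected by ferrous iron/xylenol orange as the 573 to 405 nm absorbance ratio. Arachidonic acid at 40 uM (final) was turned over for 30 min at room temperature by 150 nM human 12hLO, pH 7.0 Hepes buffer, after 15 min compound preincubation.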
LDHA inh: LDHA (human) enzyme inhibition; activity change, % (values are at about 110 or 230 µM); purified LDHA, NADH/diaphorase-resazurin fluorescence; stronger effect = lower value; hit rate 0.15% among 480,000; P00338; in the data active = activity change below about -30%; inconclusive = mostly about -25% to -30%;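 also: plate controls were DMSO wells for no effect and wells without enzyme for full effect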
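Resorufin fluorescence (ex540/em590), read at 0 and 20 min after diaphorase/resazurin addition, reports the NADH left after a 5 min room-temperature reaction of 2 nM human LDH5 with 0.06 mM NADH and 0.2 mM pyruvate.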
D2 ag: activates the human D2 dopamine receptor; P14416; HEK293 T-REx D2 cells, calcium flux agonist mode; activation, % at 2 µM; hit rate 0.53% among 340,000; AID 485358;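 active = activation over 3 SD above normal in the single-dose calcium agonist read, cut at about 30% in these data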; also: 0% is about no effect
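In this primary screen, compounds producing a positive calcium signal within 180 s of addition to tetracycline-induced, force-coupled HEK293 Trex D2 cells are flagged; cells are dye-loaded with a no-wash calcium kit beforehand.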
An asterisk follows results filed as active; i = inactive; ? = inconclusive; . = no result given; [ ] = dose if it differs, or a comment. Unless noted, calls follow the shape of the dose curve; as a rule, active = well fitted curve in the direction sought with a large enough effect; inconclusive = small, poorly fitted or top-dose-only effect, or another doubt; inactive = no such curve, though single readings can be large; an effect the other way counts as inactive or inconclusive.

Each structure is followed by: Vif-A3G inh	Vif-A3F inh	RGS4 inh	Glioma ERSR ind	D2 antagonist	ERG Ets-DNA blk	12-LOX inh	LDHA inh	D2 ag
- Cc1cc(NS(=O)(=O)c2ccc(NC(=O)C(C)Oc3ccc4c(C)cc(=O)oc4c3)cc2)no1 (configuration not stated)
→ -1%	3%	16%	-2%	-7	0%	31%[activator]	-8	-0.5
- CCOCCCNC(=O)CN1C(=O)C(CC)Oc2ccccc21 (configuration not stated)
→ 4%	-11%	17%	-2%	-4	.	-11%	-18	0.9
- COc1ccc(N(CC(=O)Nc2cc(Cl)ccc2C)S(=O)(=O)c2c(C)n[nH]c2C)cc1
→ ?	-5%	-10%	-4%	-4	6%	-25%	0	-2.0
- COc1ccc(NC(=O)CCN2CCN(Cc3ccccc3)CC2)c(OC)c1
→ -3%	?	0%	-2%	41*	11%	-4%	1	12
- COc1ccc(/C=C2\SC(=Nc3ccccc3Cl)NC2=O)c(OC)c1
→ ?	?	.	-1%	.	.	-18%	1	.
- O=C(Cn1c(-c2cncs2)nc2ccccc21)NCc1ccccc1
→ -6%	-8%	14%	0%	3	-7%	162%[activator]	-8	-1.1
- C=CCNC(=O)c1onc(CSc2ccccc2F)c1C(=O)O
→ -7%	1%	-4%	-4%	4	-1%	-13%	-1	0.4
- COC(=O)CCC(=O)OC1(C)C(=O)C=C2C=C(c3ccsc3)OC=C2C1=O (configuration not stated)
→ 2%	-1%	-53%	-2%	.	26%	.	9	.
- COc1ccc(CC(NC(=O)c2ccccc2)C(=O)NCC(=O)O)cc1 (configuration not stated)
→ 2%	-2%	25%	-3%	-12	15%	-23%	2	1.4
- C#CCOCCOCCOCCNc1nc(N2CCN(C(=O)[C@H](CCCCN)n3cc([C@@H](N)C(C)CC)nn3)CC2)nc(N2CCN(C(=O)[C@H](Cc3ccc(O)cc3)n3cc([C@@H](N)C(C)CC)nn3)CC2)n1 (some centres not stated)
→ 0%	1%	-28%	-2%	-4	-8%	.	0	0.4
- CC1CN(C(=O)c2ccc(OC3CCN(Cc4ccccn4)CC3)cc2)CCN1C (configuration not stated)
→ -2%	-2%	-11%	-1%	-6	-3%	-1%	-6	0.1
- COc1c(C)cc(Br)cc1C(=O)O
→ -8%	-4%	-1%	-5%	40*	8%	2%	-5	1.3
- O=C(NC1CCCc2ccccc21)c1ccc(S(=O)(=O)N2CCOCC2)cc1 (configuration not stated)
→ 2%	0%	4%	-4%	-15	-4%	-10%	-9	-1.2
- COC(=O)c1cc(C(=O)Nc2cccc(C)n2)cc([N+](=O)[O-])c1
→ 0%	-2%	6%	-3%	-11	-6%	0%	-2	0.2
- Cc1ccn(-c2n[nH]c(C)c2[N+](=O)[O-])n1
→ -2%	-4%	-14%	-6%	6	0%	-9%	-4	0.4

(list continues)
Each structure is followed by: Vif-A3G inh	Vif-A3F inh	RGS4 inh	Glioma ERSR ind	D2 antagonist	ERG Ets-DNA blk	12-LOX inh	LDHA inh	D2 ag
- CCn1nc(NS(=O)(=O)c2ccccc2)c2cc3cccc(C)c3nc21
→ 0%	3%	6%	-4%	-2	4%	-9%	2	0.9
- O=C(c1ccoc1)N1CCN(c2cc(-c3ccncc3)nc3cc(-c4cccc(Cl)c4)nn23)CC1
→ -1%	-9%	.	-3%	.	.	?	1	.
- O=C1CCCN1CCCNc1ccc2nnc(CCC(=O)N3CCN(c4ccccc4)CC3)n2n1
→ -1%	3%	-9%	-4%	-8	-1%	-10%	-3	-0.2
- CCOC(=O)C(=O)Cc1cccnn1
→ 1%	2%	-34%	-2%	.	-15%	-16%	9	.
- CC1CCCCC1NC(=O)Cn1cnc2ccccc2c1=O (configuration not stated)
→ 0%	2%	18%	0%	5	-9%	9%	-5	0.2
- Cc1ccc(-c2noc(CCC(=O)N(C)c3ccccc3C)n2)cc1
→ -4%	-7%	30%	-3%	5	-11%	0%	-3	-0.3
- O=C(NCC1CCCCC1)c1cccc(-c2ccc(O)cc2)c1
→ -14%	-5%	-10%	3%	1	?	-28%	4	-0.2
- CC1=C(C(=O)Nc2ccc(F)c(F)c2)C(c2cccs2)NC(=S)N1 (configuration not stated)
→ -1%	-2%	-38%	-5%	-8	-6%	-38%	-4	0.7
- O=C1c2ccccc2C(Nc2ccccc2F)N1c1cccnc1 (configuration not stated)
→ -7%	0%	8%	-4%	7	18%	13%	-10	0.2
- Cn1nc(C(F)(F)F)c(-c2ccc(F)cc2)c1NC(=O)c1ccco1
→ -16%	-4%	-13%	-4%	-6	7%	i	-2	-0.2
- CCOC(=O)/C=C1/SCC(=O)N1CC(=O)Nc1ccc2c(c1)CCC2
→ -1%	-13%	-45%	-1%	.	2%	0%	4	.
- O=[N+]([O-])c1ccc2c(c1)nc1n2CCN(CC2CCCO2)C1 (configuration not stated)
→ 3%	4%	-7%	1%	12	-15%	-15%	0	0.6
- O=C(Nc1cccc(-c2nnc(-c3ccco3)o2)c1)C(c1ccccc1)c1ccccc1
→ -3%	1%	31%	-2%	12	-6%	10%	-2	-0.8
- COc1cc(N=Nc2cccc(S(N)(=O)=O)c2)c2ccccc2c1N
→ ?	25µM*	-20%	0%	-12	108%[activator]	6.3µM*	41	1.5
- Cn1cc(S(=O)(=O)c2cccc(Cl)c2)c(=O)c2cc(F)c(N3CCN(c4ccc(F)cc4)CC3)cc21
→ 0%	1%	15%	1%	.	14%	2%	-19	0.0

(listing goes on)
Each structure is followed by: Vif-A3G inh	Vif-A3F inh	RGS4 inh	Glioma ERSR ind	D2 antagonist	ERG Ets-DNA blk	12-LOX inh	LDHA inh	D2 ag
- COc1ccccc1NC(=O)CCC(=O)OCc1cccc([N+](=O)[O-])c1
→ 0%	3%	-9%	-2%	-13	4%	-5%	-6	-0.2
- Cc1c(C(=O)NCc2ccc3c(c2)OCO3)sc(=O)n1Cc1ccc(S(C)(=O)=O)cc1
→ -2%	.	.	0%	.	.	?	-11	.
- CCN(c1ccccc1)S(=O)(=O)c1ccc(NC(=O)c2ccco2)cc1
→ 1%	5%	23%	-3%	-13	8%	1%	-3	0.1
- CCOc1ccc(NC(=S)N2CCC(N(C)CCN3CCOCC3)CC2)cc1
→ 0%	-12%	3%	-4%	11	5%	0%	-2	1.7
- COc1cc2sc(C)nc2cc1C
→ 2%	11%	-13%	-3%	8	1%	-3%	-1	-0.1
- N#Cc1c(-c2ccccc2)cc(-c2ccccc2)nc1SCc1nnc(-c2ccccc2)o1
→ 1%	-5%	-15%	10%	.	-3%	7%	-3	.
- O=C(C1CCC(=O)N1Cc1ccccc1Cl)N1CCN(c2ccc(F)cc2)CC1 (configuration not stated)
→ 0%	2%	-3%	-2%	-16	-1%	12%	-2	-0.3
- CCOc1ccc(NC(=O)CCc2nnc3n(C)c(=O)c4sccc4n23)cc1
→ 5%	3%	14%	-1%	.	5%	0%	-16	0.2
- CCOC(=O)c1c(NC(=O)CSc2nnc3c(n2)[nH]c2ccc(F)cc23)sc(C(C)=O)c1C
→ 1%	-9%	10%	-4%	5	5%	-6%	-13	0.1
- CC(=O)Nc1ccc(C(=O)OCCC(C)C)cc1
→ -2%	-3%	-7%	7%	-9	-3%	1%	-6	1.1

A draw from above in order of molar mass, high to low:
Each structure is followed by: Vif-A3G inh	Vif-A3F inh	RGS4 inh	Glioma ERSR ind	D2 antagonist	ERG Ets-DNA blk	12-LOX inh	LDHA inh	D2 ag
- CCOC(=O)c1c(NC(=O)CSc2nnc3c(n2)[nH]c2ccc(F)cc23)sc(C(C)=O)c1C
→ 1%	-9%	10%	-4%	5	5%	-6%	-13	0.1
- Cc1c(C(=O)NCc2ccc3c(c2)OCO3)sc(=O)n1Cc1ccc(S(C)(=O)=O)cc1
→ -2%	.	.	0%	.	.	?	-11	.
- N#Cc1c(-c2ccccc2)cc(-c2ccccc2)nc1SCc1nnc(-c2ccccc2)o1
→ 1%	-5%	-15%	10%	.	-3%	7%	-3	.
- O=C(C1CCC(=O)N1Cc1ccccc1Cl)N1CCN(c2ccc(F)cc2)CC1 (configuration not stated)
→ 0%	2%	-3%	-2%	-16	-1%	12%	-2	-0.3
- CCOc1ccc(NC(=O)CCc2nnc3n(C)c(=O)c4sccc4n23)cc1
→ 5%	3%	14%	-1%	.	5%	0%	-16	0.2
- CCN(c1ccccc1)S(=O)(=O)c1ccc(NC(=O)c2ccco2)cc1
→ 1%	5%	23%	-3%	-13	8%	1%	-3	0.1
- COc1ccccc1NC(=O)CCC(=O)OCc1cccc([N+](=O)[O-])c1
→ 0%	3%	-9%	-2%	-13	4%	-5%	-6	-0.2
- COc1cc2sc(C)nc2cc1C
→ 2%	11%	-13%	-3%	8	1%	-3%	-1	-0.1

Only part of the results is shown; rates above refer to the full screens.
